Screening data deposited in PubChem BioAssay by National Center for Advancing Translational Sciences (NCATS).
ALOX12 inh: ALOX12 (human) lipoxygenase inhibition; P18054; purified 12hLO, xylenol orange hydroperoxide absorbance; Potency, µM (titrated, usually from 108 µM), inactives show top-dose activity change, negative = inhibition, most hits filed as inhibitors; 580,000 tested, 1.1% active; further: potency means the concentration at half of the fitted maximal effect; on the % scale 0 is the no-effect control and ±100 the full control effect
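Purified human 12hLO (150 nM final) in 25 mM Hepes, 0.01% Triton X-100, pH 7.0 was preincubated 15 min at room temperature with compound. Then 40 uM arachidonic acid was added, 30 min. Hydroperoxide was read by Fe-XO absorbance ratio 573/405 nm.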
BAZ2B block: BAZ2B (human) inhibition. AlphaScreen BAZ2B-H3K14Ac peptide displacement. Potency, µM (titrated, usually from 114 µM), without a hit: top-dose activity change, negative = inhibition, actives largely listed as inhibitors. 360,000 tested, 4.4% active. AID 504333; further: potency means the concentration at half of the fitted maximal effect; on the % scale 0 is the no-effect control and ±100 the full control effect; nearly all actives have a fitted effect of over 60% in size
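BAZ2B 50 nM plus b-H3(5-23)K14Ac 50 nM, PBS pH 7.4/0.01% Tween-20, 30 min RT; compound added (max 110 uM), 30 min RT; streptavidin donor/Ni-chelate acceptor beads 10 ug/mL final, 20 min dark; AlphaScreen read.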
HP1b chromo inh: HP1-beta chromodomain-methylated histone interaction inhibition; P83916; AlphaScreen HP1-beta / biotin-H3K9me3 peptide binding; Potency, µM (doses to about 114 µM), inactives show top-dose activity change, negative = inhibition, hits mostly inhibitors; 390,000 tested, 0.56% active; further: potency means the concentration at half of the fitted maximal effect; nearly all actives have a fitted effect of over 70% in size; inactives centre near 23
Target sequence (P83916 whole entry, looked up): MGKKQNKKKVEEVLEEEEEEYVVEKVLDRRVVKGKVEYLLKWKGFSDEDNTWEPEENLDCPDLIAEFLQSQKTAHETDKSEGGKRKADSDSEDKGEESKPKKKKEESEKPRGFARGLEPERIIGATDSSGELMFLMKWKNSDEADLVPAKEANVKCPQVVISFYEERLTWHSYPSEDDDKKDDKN
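Compound inhibition of the preformed complex between 50 nM HP1-beta and 50 nM biotinylated H3K9me3 peptide was read by AlphaScreen. Buffer was PBS pH 7.4 with 0.01% Tween-20. Incubations ran 30 min at room temperature, with 10 ug/mL donor/acceptor beads.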
G9a inh: blocks human histone lysine methyltransferase G9a; G9a H3K9 monomethylation, AlphaScreen, 2 h; Potency, µM (titrated, usually from 102 µM), for the others: at the highest dose activity, negative = inhibition, most hits filed as inhibitors; 350,000 tested, 8.8% active; further: potency means the concentration at half of the fitted maximal effect; on the % scale 0 is the no-effect control and ±100 the full control effect; nearly all actives have a fitted effect of over 75% in size
Target sequence (Q96KQ7 913-1193 limits assumed): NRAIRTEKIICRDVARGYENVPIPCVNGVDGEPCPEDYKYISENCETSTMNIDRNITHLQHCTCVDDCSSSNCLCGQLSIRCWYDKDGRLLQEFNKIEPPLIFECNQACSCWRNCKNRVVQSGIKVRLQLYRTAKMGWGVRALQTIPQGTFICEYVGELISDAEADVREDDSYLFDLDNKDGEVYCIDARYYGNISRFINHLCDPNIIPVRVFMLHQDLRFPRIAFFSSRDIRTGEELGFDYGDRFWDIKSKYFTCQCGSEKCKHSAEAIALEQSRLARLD
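G9a (20 nM) was preincubated 15 min with compound, then reacted 2 h at room temperature with 500 nM biotin-H3K9 peptide and 20 µM SAM. Monomethyl-H3K9 detected by AlphaScreen using anti-H3K9me1 antibody.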
RGS4 inh: human RGS4 inhibition; P49798; Potency, µM (series often up to 114 µM), for inactives: top-dose activity change, negative = inhibition, usual class: inhibitors; 390,000 tested, 0.039% active; Transcreener GDP fluorescence polarization, RGS4-accelerated GTP hydrolysis; further: potency means the concentration at half of the fitted maximal effect; on the % scale 0 is the no-effect control and ±100 the full control effect; nearly all actives have a fitted effect of over 75% in size; some results filed as inactive show a strong effect at the top dose
Target sequence (P49798 whole entry, looked up): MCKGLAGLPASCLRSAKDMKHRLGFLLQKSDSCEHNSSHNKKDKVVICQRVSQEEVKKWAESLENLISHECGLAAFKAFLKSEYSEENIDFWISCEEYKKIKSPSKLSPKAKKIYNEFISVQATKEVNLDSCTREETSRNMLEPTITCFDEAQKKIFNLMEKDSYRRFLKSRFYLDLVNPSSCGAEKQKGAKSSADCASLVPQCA
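MLSMR compounds (23 nl, pin-transferred) preincubated 10 min at room temperature with a 500nM (2x) first reagent, then RGS4 at 900nM (2x) plus Transcreener GDP mix added; fluorescence polarization (620/688 nm) read before and after 90 min at 30 °C.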
GLS inh: glutaminase GLS (human) inhibition; GLS enzymatic activity, qHTS titration; Potency, µM (doses to about 45.5 µM), without a hit: at the highest dose activity change, negative = inhibition, hits mostly inhibitors; 410,000 tested, 0.21% active; further: potency means the concentration at half of the fitted maximal effect; on the % scale 0 is the no-effect control and ±100 the full control effect
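Compounds were pin-transferred onto hKGA, after which L-glutamine (1 mM solution) and a detection mix of glutamate oxidase, HRP and Amplex Red were added. Initial and 30 min RT fluorescence reads were collected.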
JMJD2A Tudor inh: inhibitors of human JMJD2A Tudor domain; O75164; AlphaScreen JMJD2A-Tudor / H3K4me3 peptide binding; Potency, µM (highest dose often 114 µM), for inactives: at the top dose activity change, negative = inhibition, most hits filed as inhibitors; 390,000 tested, 4.4% active; further: potency means the concentration at half of the fitted maximal effect; on the % scale 0 is the no-effect control and ±100 the full control effect; nearly all actives have a fitted effect of over 50% in size
PI4K2A block: blocks human PI4K2A kinase activity; purified PI4K2A, ADP-Glo luminescence, 1 h; stronger effect = lower value; activity change, negative = inhibition, % at 76.9 µM; 420,000 tested, 0.13% active; AID 1346378; in the data active means activity change below about -50%; inconclusive means mostly about -30% to -49%;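 further: -100% = wells without enzyme as full effect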
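In this quantitative HTS, ADP production by PI4K2A was quantified luminescently after 1 h at ambient temperature; 100 microM adenosine served as plate-quality control.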
ERG Ets-DNA blk: inhibitors of human ERG Ets domain-DNA interaction; P11308; fluorescence polarization, His-ERG Ets domain / labelled DNA; Potency, µM (titrated, usually from 76.9 µM), without a hit: at the top dose FP activity, negative = inhibition, most hits filed as inhibitors; 370,000 tested, 0.028% active; AID 624246; active means well fitted inhibition curve with a large enough effect in the polarisation, with a control signal flat; inconclusive means small, poorly fitted or top-dose-only effect, or effect the other way, or a change in a side signal; inactive means no such curve, though single readings can be large or run the other way; the % refers to the polarisation;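 further: polarization taken with two DNA probes labelled with fluorescein and Texas red; potency means the concentration at half of the fitted maximal effect; % of control where 0% means no effect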
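His-tagged ERG Ets domain (1 uM in the protein solution; 300mM KCl, 50mM Tris-HCl, 1mM EDTA, 1mM DTT, pH 7.5) received compound, then a probe mix of 5 nM fluorescein-DNA and 100nM Texas-615-DNA. Fluorescence polarization was read for both dyes.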
* = called active by the depositor; u = inconclusive; x = no result given; & = joins results of further samples; [ ] = another dose, or the depositor's remark. Unless noted, the call rests on the fitted dose curve; in most records, active means well fitted curve in the direction sought with a large enough effect; inconclusive means small, poorly fitted or top-dose-only effect, or another doubt; inactive means no such curve, though single readings can be large; an effect the other way counts as inactive or inconclusive.

Order of results: ALOX12 inh, BAZ2B block, HP1b chromo inh, G9a inh, RGS4 inh, GLS inh, JMJD2A Tudor inh, PI4K2A block, ERG Ets-DNA blk
1: COCCCNC(=O)c1cc2c(s1)CS(=O)(=O)C2
    -11%, u, 12%, 4%, -34%, -2%, -8%, -1, x
2: COc1ccc(C(=O)CN2CCN(CCN3C(=O)c4cccc5cccc(c45)C3=O)CC2)cc1
    u, x, -9%, x, -22%[11.4 µM], 18%, -18%[11.4 µM], 1, 3%
3: Cc1ccc2c(C)c(C(=O)N3CCCCC3CO)oc2c1C (stereo unspecified)
    -2%, -13%[57.1 µM], 56%[activator], -9%, -7%[56.9 µM], 5%, -23%, 2, 3%
4: O=C(NCCc1ccc(Cl)cc1)/C(=C/c1cccnc1)NC(=O)c1ccccc1
    -14%, -3%, 37%, 1%[59 µM], -14%, 4%, 2%, -3, u
5: COc1ccc(OC)c(N(CC(=O)Nc2ccc3c(c2)OCO3)S(=O)(=O)c2ccccc2)c1
    2%, -5%, 17%, -36%[59 µM], -39%, -1%, -25%, 0, -5%
6: CN(C)S(=O)(=O)Nc1cc(Cl)cc(Cl)c1
    -9%, -10%, -2%, -12%[59 µM], u, -7%, 40µM*, -2, 5%
7: COc1cc(OC)c2c(=O)c(OC)c(-c3ccc(OC)c(OC)c3)oc2c1
    x, -15%, 18%, 4%[12.7 µM], -11%, 16%, -19%, 0, -3%
8: CC(C)CC(CO)N1CCN(C(=O)c2cccc(Cl)c2)CCC1=O (stereo unspecified)
    2%, x, 7%, x, 26%, 0%, -11%, -3, 2%
9: COCCNC(=O)c1cccc(OC2CCN(Cc3ccccc3C)CC2)c1
    u, -6%, 18%, 42%, -14%, -14%, -15%, -1, 1%
10: Cc1cccc(-n2c3nc(=O)[nH]c(=O)c-3cc3cc([N+](=O)[O-])ccc32)c1
    u, 1%, 5%, 50µM*, -53%, 5%, -29%, -19, 7%
11: O=C1C2CCCCN2C(=O)N1CCN1CCN(c2cccc(Cl)c2)CC1 (stereo unspecified)
    2%, x, 50%[activator], x, 1%, 3%, -23%, 3, 9%
12: COc1ccc(Cn2nnnc2C(c2ccccc2OC)N2CCC(C(N)=O)CC2)cc1 (stereo unspecified)
    19%, 11%, 15%, -11%[12.7 µM], 23%, 19%, -5%, 2, 9%
13: O=C(NC1CCCCCC1)c1cc2c(Cl)nc3ccccc3c2s1
    -10%, -2%, 34%, -29%[59 µM], -14%, 1%, -13%, -3, 8%
14: CSc1nnc(-c2sc3cc(C(F)(F)F)cnc3c2-c2cccnc2)n1C
    0%, 5%, 20%, 50µM*, 1%, 18%, -8%, -1, -1%
15: Cc1noc(C)c1COC(=O)c1cccc(S(=O)(=O)N2CCCCCC2)c1
    0%, 11%, 44%, -13%, 23%, 3%, 5%, 4, 1%
16: Cc1nc(NNC(=O)c2ccccc2)cc(-c2ccccc2)n1
    116%[activator], 5%, 44%, 15%, 4%, 29%, -18%, -17, 2%
17: CCc1cccc(C)c1NC(=O)NC1COc2ccccc2C1 (stereo unspecified)
    -6%, 6%, 23%[57 µM], 3%[59 µM], -6%, -2%, -8%, -5, -9%
18: CCOc1ccc(CCNC(=O)CS(=O)Cc2nc(-c3ccc(OC)cc3)oc2C)cc1OCC (stereo unspecified)
    9%, -13%, 31%, 50µM*, -27%, -12%, -19%, 3, 8%
19: O=C(CS(=O)(=O)c1c[nH]c2ccccc12)Nc1ccc(F)cc1
    -1%, -2%, 23%, x, -11%, 11%, 1%, 0, -1%
20: CCOC(=O)C1CCCCN1C(=O)CCc1nnc(-c2ccc3c(c2)OCO3)o1 (stereo unspecified)
    -17%, x, 42%[activator], x, -9%, 1%, -6%, 0, 3%
21: Cc1ccc(N=C(N(C)C)P(=O)(N(C)C)N(C)C)c(C)c1
    -1%, -1%, 21%, 0%, 2%, 12%, -5%, 2, -1%
22: O=C(COc1cccnc1[N+](=O)[O-])NCc1cccs1
    -9%, -9%, 13%, -15%, 28%, -3%, -15%, -3, 9%
23: Cc1ccc2cccc(OCc3ccc(F)cc3)c2n1
    8%, 11%, 27%, 6%, -5%, 0%, 13%, 3, -1%
24: Cc1oc(-c2ccccc2Cl)nc1CS(=O)(=O)CC(=O)N1CCOCC1
    11%&2%, 11%, 16%, 9%, -13%, -2%, -9%, -7, -2%
25: CN(Cc1cccs1)C(=O)CN1C(=O)c2ccccc2S1(=O)=O
    2%, 6%, 4%, -6%[2.33 µM], 5%, 5%, -3%, 5, -7%
26: COc1ccc(OC)c(N(C(=O)c2ccco2)C(C(=O)NC2CCCC2)c2cc(OC)c(OC)c(OC)c2)c1 (stereo unspecified)
    u, 6%, 33%, 4%, -6%, 2%, -6%, 1, 0%
27: CC(=O)c1cc2c(cc1NC(=O)Nc1cccc(Cl)c1)OCCO2
    u, 7%, 8%, 4%[12.7 µM], -3%, -7%, -7%, 4, -8%
28: COc1ccc([C@@H]2[C@@H]3C(=O)N(C(C)(C)C)C(=O)[C@@H]3[C@]3(CC(C)C)C(=O)N(c4ccc(C(F)(F)F)cc4)C(=O)N23)cc1
    -1%, -7%, 20%, 20%, 5%, -8%, -31%, 3, -5%
29: O=S(=O)(Cc1ccccc1)N1CCCC1
    0%, 23%, 25%, -11%[59 µM], 5%, 3%, -15%, 1, 6%
30: O=C(Cc1ccccc1)Nc1ccc(CN2CCOCC2)cc1
    -10%, -8%, 19%, 7%[12.7 µM], -21%, -4%, 6%, -3, x

More records follow:
Order of results: ALOX12 inh, BAZ2B block, HP1b chromo inh, G9a inh, RGS4 inh, GLS inh, JMJD2A Tudor inh, PI4K2A block, ERG Ets-DNA blk
31: O=C(CNC(=O)c1ccc(Cl)cc1)OC1CCOC1=O (stereo unspecified)
    1%, -3%, -2%, 2%, u, 18%, -17%[11.4 µM], -1, 119%[activator]
32: Cc1ccc(CNc2ncnc(N)c2[N+](=O)[O-])cc1
    5%, -10%, -5%, -6%, -14%, 0%, -18%, 0, -5%
33: COC(=O)Nc1ccc(S(=O)(=O)NNC(=O)c2c(O)c3ccccc3[nH]c2=O)cc1
    33%[activator], -2%, 28%, 21%, -8%, 1%, -13%, 2, -11%
34: CC(C)N1C(=O)CCC1C(=O)NCc1cccs1 (stereo unspecified)
    -1%, -22%, -3%, 8%[59 µM], 2%, 6%, -32%, -3, -6%
35: O=C(Nc1nc(-c2ccccc2)cs1)c1ccco1
    0%, 10%, 26%, u, 2%, 1%, -16%, -1, 3%
36: CCOC(=O)C1(CC2CCCCO2)CCN(C(=O)Nc2ccc(C(=O)OC)cc2)CC1 (stereo unspecified)
    8%, 3%, 38%[activator], -5%, 20%, 1%, -12%, -4, -10%
37: CNS(=O)(=O)c1cccc(C(=O)OCC(=O)c2cc(C)n(-c3ccc4c(c3)OCO4)c2C)c1
    11%, u, -10%, u, -5%, 4%, -28%, -1, 6%
38: CCCCNc1ccc(C(=O)Nc2cccc(C)n2)cc1[N+](=O)[O-]
    30%[activator], -31%, -8%, -43%[12.7 µM], 7%, 3%, -28%, 0, -4%
39: O=C(c1ccc(F)cc1)N1CCN(Cc2ccccc2)CC1
    69%, -4%, 26%, 17%, 4%, 3%, -32%, -3, -7%
40: CCC(=O)Nc1cccc(Oc2nc(C)cc(C)c2C#N)c1
    6%, -5%, 39%[activator], 9%, -20%, -6%, 1%, 4, -5%
41: CCOC(=O)c1cnn(-c2sc(C(=O)OCC)c(C)c2C(=O)OCC)c1N
    u, x, -14%, x, 20%, 0%, -24%, 0, x
42: O=C(CCC1CCCN(C(=O)C2=CCCCC2)C1)N1CCN(c2ccccn2)CC1 (stereo unspecified)
    1%, -13%, 40%[activator], -24%, -13%, -1%, -13%, -7, -10%
43: Cc1c(C(=O)Nc2ccc(S(=O)(=O)N3CCOCC3)cc2)cccc1[N+](=O)[O-]
    17%, -25%, 30%, -3%[0.501 µM], 19%, -2%, -19%, 0, -2%
44: CCCOC(=O)c1ccc(Oc2cn[nH]c2-c2ccc(OCC(=O)NN)cc2O)cc1
    -24%, -21%, -1%, 32%[59 µM], -37%, -6%, u, -4, 13%
45: Cc1ccc(C(=O)C(C)OC(=O)Cc2n[nH]c(=O)c3ccccc23)cc1C (stereo unspecified)
    -11%&-13%, 9%, 19%, 13%[2.33 µM], -3%, 1%, -19%, -1, 6%
46: CCOc1ccc(S(=O)(=O)N(C)c2ccc(OCC(=O)NCc3ccc(C(=O)OC)cc3)cc2)cc1
    -16%, 4%, 25%, 2%, 7%, 13%, -13%, 7, 0%
47: CC(=O)Nc1ccc(C(=O)N/N=C/c2ccc(F)cc2)cc1
    4%, 2%, 61%[activator], 15%, 2%, -1%, 7%, -4, 7%
48: O=C1C=CC(=O)N1c1ccc2c(c1)C(NC(=O)C(F)(F)F)c1ccccc1-2 (stereo unspecified)
    u, x, 13µM*, x, u, -22%, 7.9µM*, 16, -6%
49: Cc1ccc(S(=O)(=O)Nc2cc(Cl)c(O)cc2C)cc1
    u, 1%, -22%, u, 5%, 33%[activator], -17%, 0, 3%

The list is partial; count on the stated rates, not on these rows.
